Screening data from PubChem BioAssay.
CHOP inh: blocks CHOP induction under ER stress | CHO-K1 CHOP-promoter luciferase, tunicamycin-induced, 15-18 h | actives 3.8% (n = 220,000) | inhibition, % at 10 µM;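 active means compounds that reduced the stress-induced luciferase reporter signal by more than about 70% of percent inhibition, limit read from the data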;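 further: 0% = tunicamycin plus vehicle and 100% = wells without tunicamycin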
zVAD death inh: blocks zVAD induced death of L929 cells; viability rescue, % at 10 µM; actives 0.38% (n = 220,000); L929 zVAD necroptosis rescue, ATP luminescence, 24 h; with zVAD 60 µM;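 active means activation, scaled between plate controls, above about 75%, limit read from the data; inactive means activation under that limit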;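 further: 0% = zVAD with DMSO and 100% = DMSO alone without zVAD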
Wee1 stabilizer: blocks degradation of human Wee1 kinase | reporter increase, % at 5 µM | actives 1.2% (n = 220,000) | P30291 | AID 1321 | HeLa Luc-Wee1K328M stability, luciferase luminescence; 100% = proteasome inhibitor MG132 effect;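 active means activation above the mean of all tested compounds plus 3 SD, set per screening run, cut at about 8.8% in these data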;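 further: cells exposed to compound for 20 h before luminescence read; 0% = DMSO alone and 100% = MG132 at 30 µM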
PPC-1+TRAIL kill: PPC-1 cancer cell killing with TRAIL present | PPC-1 cells + TRAIL, ATPLite viability luminescence | cell killing (% activity), % at 4 µM | actives 0.41% (n = 220,000);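 active means cell killing above 50% in the first pass at 4 µM, then a duplicate retest at 5 µM averaging 50% or more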;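 further: plate controls were cells with TRAIL plus DMSO for no effect and medium-only wells lacking cells for full effect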
TNF necrop inh: TNF-alpha cell death inhibition in Jurkat FADD-/- cells; Jurkat FADD-/- TNF necroptosis rescue, ATP luminescence, 24 h; 0 = TNF only, 100 = no-TNF cells; activation (protection from cell death), % at 10 µM; actives 0.068% (n = 220,000); AID 463075;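 active means activation, meaning protection from cell death, of at least 50% relative to plate controls; inactive means activation below 50%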;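 further: necroptosis triggered by 40 ng/mL TNF-alpha added together with compound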
FXIIa inh: factor XIIa (human) inhibition | purified FXIIa, Boc-QGR-AMC fluorogenic substrate, 2 h | inhibition, % at 5 µM | actives 0.3% (n = 220,000) | P00748; in the data active means inhibition above about 40%;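 further: 0% = enzyme with no compound and 100% = blank without enzyme; many of its hits are not listed in these tables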
Target sequence (P00748 20-372 limits assumed): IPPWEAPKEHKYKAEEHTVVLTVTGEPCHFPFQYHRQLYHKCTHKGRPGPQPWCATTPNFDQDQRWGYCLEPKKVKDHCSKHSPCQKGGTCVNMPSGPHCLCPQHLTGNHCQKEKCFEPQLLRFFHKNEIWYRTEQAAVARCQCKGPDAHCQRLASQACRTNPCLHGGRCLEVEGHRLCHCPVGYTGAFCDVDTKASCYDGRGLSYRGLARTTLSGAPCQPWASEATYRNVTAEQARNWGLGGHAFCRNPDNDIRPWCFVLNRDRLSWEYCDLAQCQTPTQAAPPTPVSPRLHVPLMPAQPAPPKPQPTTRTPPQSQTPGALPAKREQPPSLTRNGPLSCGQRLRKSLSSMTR
Target sequence (P00748 373-615 limits assumed): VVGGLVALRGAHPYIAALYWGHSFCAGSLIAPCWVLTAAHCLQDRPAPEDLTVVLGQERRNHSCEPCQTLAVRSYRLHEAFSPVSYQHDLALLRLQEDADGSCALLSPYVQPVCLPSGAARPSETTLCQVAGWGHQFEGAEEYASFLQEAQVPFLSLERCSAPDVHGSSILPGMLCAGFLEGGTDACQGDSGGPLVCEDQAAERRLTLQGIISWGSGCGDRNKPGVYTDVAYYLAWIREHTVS
TbHK1 inh: blocks Trypanosoma brucei hexokinase 1 activity; recombinant TbHK1, G6PDH-coupled NADH A340; inhibition, % at 10 µM; actives 0.11% (n = 220,000); AID 1430;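 active means inhibition of 50% or more in the single-dose primary screen; inactive means inhibition below 50%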
PGE2 EP2 inh: blocks the human prostaglandin E2 receptor EP2 | actives 0.52% (n = 260,000) | P43116 | C6 glioma cells expressing human EP2, cAMP TR-FRET; cells stimulated with saturating PGE2 | inhibition, % at 25 µM;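 active means percent inhibition above 40 after rounding to a whole number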;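 further: rat C6 glioma host cells with rolipram phosphodiesterase inhibitor present; the protocol text gives 20 µM as final concentration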
Target sequence (P43116 whole entry, looked up): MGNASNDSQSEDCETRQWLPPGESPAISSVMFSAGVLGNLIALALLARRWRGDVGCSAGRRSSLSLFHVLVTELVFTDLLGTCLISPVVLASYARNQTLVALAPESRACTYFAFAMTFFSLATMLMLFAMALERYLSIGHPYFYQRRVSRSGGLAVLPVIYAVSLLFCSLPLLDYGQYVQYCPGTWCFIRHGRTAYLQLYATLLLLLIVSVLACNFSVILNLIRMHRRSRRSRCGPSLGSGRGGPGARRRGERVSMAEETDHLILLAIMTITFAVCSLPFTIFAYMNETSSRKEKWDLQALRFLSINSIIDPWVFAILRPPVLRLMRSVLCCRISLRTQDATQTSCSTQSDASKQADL
FXIa inh: factor XIa (human) inhibition | P03951 | actives 0.14% (n = 220,000) | purified FXIa, Boc-Glu-Ala-Arg-AMC fluorogenic substrate | inhibition, % at 5 µM | AID 798;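 active means inhibition of at least 40%; inactive means inhibition below 40%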;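 further: fluorescence of freed AMC excited at 355 nm; 0% = enzyme without compound and 100% = no enzyme blank; many of its hits are not listed in these tables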
* marks the source's active call; other numbers are inactive results; nt = not tested or not shown; [ ] = dose if it differs, or a comment.

Results follow in this order: CHOP inh	zVAD death inh	Wee1 stabilizer	PPC-1+TRAIL kill	TNF necrop inh	FXIIa inh	TbHK1 inh	PGE2 EP2 inh	FXIa inh
CCN(CC)C(=O)CSC1=Nc2ccccc2C2=NC(c3ccccc3)C(=O)N12 (stereo unspecified)
→ 42	-1.0	-2	0	0.1	-3	-18	9	-3
CCc1c(C)nc2ncnn2c1N1CCCC(C(=O)Nc2ccc(NC(C)=O)cc2)C1 (stereo unspecified)
→ 12	0.5	-1	-2	-0.4	19	-2	nt	4
CN(C)CCNc1cc(-c2ccncc2)nc2ccccc12
→ -10	15	2	16	0.0	6	-6	7	-5
O=C(c1cc2cc([N+](=O)[O-])ccc2s1)N1CCCCC1
→ 10	0.8	4	15	0.2	3	-8	7	-6
Cc1ccc(NC2(c3nnnn3-c3c(C)cccc3C)CCCCC2)cc1
→ -6	-0.4	-2	2	1.2	12	17	7	8
Cc1ccc2c(C(=O)CN3CCSCC3)c(C)[nH]c2c1
→ 48	0.3	3	3	-0.3	9	-9	13	-4
CCN(C(=O)c1cc2ccccc2o1)C12CC3CC(CC(C3)C1)C2
→ -30	5.5	-2	11	3.0	-4	-2	4	2
CCOC(=O)C1=C(c2ccccc2)NC(SCC(=O)Nc2ccc(C)cc2)=C(C#N)C1c1ccco1 (stereo unspecified)
→ 94*	0.9	-2	1	1.6	8	8	7	3
N#C/C(=C/c1ccc(O)c([N+](=O)[O-])c1)C(=O)Nc1ccccc1
→ -16	3.5	3	20	-2.9	3	-7	13	-1
CCCSc1nnc(NC(=O)c2ccco2)s1
→ -43	2.3	-2	18	0.5	6	-11	2	-1
O=C(C1CCCN(S(=O)(=O)c2cccs2)C1)N1CCN(C2CCCCC2)CC1 (stereo unspecified)
→ 5	1.1	4	-9	0.1	-21	-8	16	-12
O=C(COC(=O)c1cc(Cl)ccc1[N+](=O)[O-])Nc1cccc2ccccc12
→ -14	0.6	-1	23	1.2	4	1	12	-2
O=C(N/N=C/c1cccc2ccccc12)c1n[nH]c2c1CCCC2
→ 101*	0.6	2	20	-6.3	2	-16	1	-2
N=C(N)Sc1nc(N2CCCCC2)nc(N2CCCCC2)n1
→ 2	0.0	-1	nt	1.1	5	-6	0	-5
O=C(CSCc1ccc(F)cc1)NCc1cccs1
→ -13	1.7	-2	15	15	5	-4	6	-4
COc1ccc(NC(=O)C2CCC(N3C(=O)C4C5C=CC(C5)C4C3=O)CC2)cc1 (stereo unspecified)
→ -16	0.3	-1	14	2.4	16	-2	14	7
CCCCC(=O)Nc1cc(OCC)c(NC(=O)c2ccccc2[N+](=O)[O-])cc1OCC
→ 20	0.9	-3	-7	-1.3	10	-3	31	1
CC(C)Cc1cc(C(=O)N2CCCC(CCC(=O)N(C)CCc3ccccn3)C2)no1 (stereo unspecified)
→ 33	1.0	-5	13	0.0	7	-3	8	-4
CCOc1cccc(/C=N/NC(=O)CC2C(=O)NN=C2C)c1O (stereo unspecified)
→ 4	1.9	-2	14	0.6	-1	-4	3	-5
S=c1[nH]nc(NCCCN2CCOCC2)s1
→ 4	0.3	0	10	0.2	12	-3	8	0
O=C1C(C=NCCCN2CCOCC2)=C(O)c2ccccc21
→ -24	3.2	-2	4	1.6	7	-42	22	1
COc1ccc(C2=NOC(C(=O)NCCCN3CCOCC3)C2)cc1 (stereo unspecified)
→ -17	0.0	1	0	0.2	11	3	8	4
O=C(CN(c1cccc(C(F)(F)F)c1)S(=O)(=O)c1ccc(Cl)c([N+](=O)[O-])c1)NCc1ccccc1Cl
→ -8	0.5	2	66*	0.0	2	24	7	-6
O=C(NC1CC1)C1CCN(c2ccc(S(=O)(=O)N3CCOCC3)cc2Cl)CC1
→ -9	-0.2	0	-4	-2.8	3	1	3	-3
O=c1[nH]c(/C(Cl)=C/c2cccc(F)c2)nc2cc(C(F)(F)F)ccc12
→ 70	58	-3	10	0.0	12	-9	3	-1
CCCCCN(C(=O)NC(=O)Nc1ccccc1OC)S(C)(=O)=O
→ -14	0.0	-2	-6	-2.6	15	1	5	4
O=C(Nc1cc(C(=O)N2CCCC2)ccc1N1CCCC1)C1CC1
→ -7	0.9	-2	37	0.4	14	-2	6	5
O=C(Cn1c(-c2ccccn2)nc2ccccc21)N/N=C/c1ccccn1
→ 18	0.4	-2	18	-1.1	8	-1	4	-2
O=C(Nc1ccc(Cl)cc1)Nc1nnc(CSCc2ccc(Cl)cc2)s1
→ 62	17	1	32	-2.0	4	-2	14	3
COc1ccc(NC(=O)CSc2nc3ccccc3c(=O)n2Cc2cccs2)c(OC)c1
→ 35	0.9	1	-13	2.0	9	-7	5	0
C=CCn1c(CCC(=O)O)ccc1-c1ccc(OC)cc1
→ 26	-0.1	3	-4	0.5	14	-2	14	4
COc1ccc(CN2CCN(c3cccc(C)c3C)CC2)cc1OC
→ 69	0.0	0	29	-0.4	13	3	6	-9
CC(=O)Nc1sc2c(c1C(c1ccc(Cl)cc1)N1CCOCC1)CCCC2 (stereo unspecified)
→ 7	0.4	-1	-7	-3.0	9	-4	11	1
COC(=O)CSc1nc2cc(OC)ccc2cc1C#N
→ -18	-0.2	6	69*[5 µM]	-13	13	-3	8	-1
CSc1cccc(NC(=S)N2CCCN(Cc3ccccc3F)C2)c1
→ 12	0.3	-4	-5	1.1	1	8	4	-5
CSc1nc(NC(C)C)nc(N2CCOCC2)n1
→ 39	nt	2	16	-0.8	14	-2	10	3
c1ccc(C2Nc3ccccc3Oc3ccccc32)cc1 (stereo unspecified)
→ 54	1.1	0	18	-3.5	13	-3	27	8
CC(=O)Nc1nc2ccccc2n1Cc1ccc(Cl)cc1
→ -12	0.3	4	8	-2.9	-5	-5	7	-2
O=C(CSc1n[nH]c(-c2ccccc2Cl)n1)NCc1cccc(C(=O)O)c1
→ 14	-0.4	0	13	-0.7	33	3	6	31
CC(C)(C)c1ccc(Oc2cccc(C3CC(=O)C(C4NCCc5ccccc54)C(=O)C3n3cncn3)c2)cc1 (stereo unspecified)
→ -6	0.3	-1	6	-2.0	12	-6	23	-4
Cc1ccc(/C=C/C(=O)N2CCN(c3ccc(F)cc3)CC2)o1
→ -4	-0.1	-1	12	0.7	5	7	10	-5
CC(=O)N(C)c1ccc(NC(=S)Nc2ccc(C(C)C)cc2)cc1
→ 13	34	-3	-6	-1.8	7	-3	18	-4
O=C(CSCCNS(=O)(=O)c1ccccc1)Nc1ccccc1
→ 74*	0.7	1	4	-1.4	17	-5	13	3
COc1ccc(C2c3[nH]c4ccccc4c3CCN2C(=O)c2cn3ccccc3n2)c(F)c1 (stereo unspecified)
→ 10	0.8	2	3	-1.3	7	-13	9	-1
CCOc1ccc(-n2c(SC)nc3c(c2=O)SCC3)cc1
→ 37	-0.1	-2	-10[5 µM]	-0.6	5	-12	9	-6
CC1CCC(C(C)C)C2=C1C(C#N)(C#N)C(C#N)(C#N)C(c1ccccc1)N2 (stereo unspecified)
→ -22	1.1	-2	5	-9.7	18	-3	14	11
CCCCCCCc1ccc(C2NC(=S)NC3=C2C(=O)c2ccccc23)cc1 (stereo unspecified)
→ 12	-0.9	3	4	-3.8	20	-31	3	5
O=C(COc1ccc([N+](=O)[O-])cc1)NNC(=S)NC(=O)c1ccc(Br)cc1
→ -15	4.4	-2	9	0.8	0	-1	6	2
COc1cc(OC)c(S(=O)(=O)N2CCN(C(=O)c3ccccc3F)CC2)cc1NC(C)=O
→ -6	3.6	1	13	1.2	0	-3	6	-5
CN(CC1CCCO1)S(=O)(=O)c1ccc(C(=O)Nc2nc(-c3ccccn3)cs2)cc1 (stereo unspecified)
→ nt	43	-1	20	-8.8	11	-39	10	6
CS(=O)(=O)c1ccc2nc(NC(=O)c3ccco3)sc2c1
→ 0	47	7	46[5 µM]	-9.1	23	-69	6	19
Cc1ccc(C2(O)CN(c3ccccc3)C3=[N+]2CCS3)cc1 (stereo unspecified)
→ 13	0.5	0	22	-0.4	7	2	4	1
COc1ccccc1N1CCN(Cc2nc3ccccc3c(=O)n2CC(C)=O)CC1
→ 16	1.0	1	23	-1.3	5	-3	7	-13
COc1ccc(CN(C(=O)c2snc(C(N)=O)c2N)C(C(=O)NC(C)(C)C)c2ccco2)cc1 (stereo unspecified)
→ 5	0.3	-2	5	-1.9	43*	-7	2	-9
COCCOC(=O)/C(=C/c1ccc(OC(=O)c2ccccc2)cc1)C(C)=O
→ -33	0.3	1	16	1.1	-1	-5	10	-3
Cc1ccc(C)c(NC2=NS(=O)(=O)c3ccccc32)c1
→ 2	0.4	-1	5	-2.1	6	-3	8	-8
O=c1cc(CN2CCN(CCO)CC2)c2cc3c(cc2o1)CCC3
→ -22	0.8	-2	-15	-0.1	20	-23	11	9
O=S(=O)(NC1CCCCC1Nc1ccccc1)c1ccccc1 (stereo unspecified)
→ 8	0.4	1	17	0.7	8	-10	5	4
Cc1ccc(-n2ncc3c(=O)n(CC(=O)N4CCCc5ccccc54)cnc32)cc1C
→ -1	0.6	0	8	-2.0	-2	-3	3	-6
CCNC(=S)NS(=O)(=O)c1ccc(F)cc1
→ 9	0.4	2	2	1.8	8	0	9	-3

Part of the list above, reduced to zVAD death inh:
molecule	zVAD death inh
Cc1ccc(-n2ncc3c(=O)n(CC(=O)N4CCCc5ccccc54)cnc32)cc1C	0.6
CCNC(=S)NS(=O)(=O)c1ccc(F)cc1	0.4

(next part)
Results follow in this order: CHOP inh	zVAD death inh	Wee1 stabilizer	PPC-1+TRAIL kill	TNF necrop inh	FXIIa inh	TbHK1 inh	PGE2 EP2 inh	FXIa inh
CC(=O)C1=C(C)NC(C)=C(C(C)=O)C1c1cccs1
→ -1	0.3	-2	18	-2.8	2	-10	16	27
COCC(C)NS(=O)(=O)c1ccc(NC(=O)C(Cc2ccccc2)NC(N)=O)cc1 (stereo unspecified)
→ 22	0.1	2	-4	-1.9	6	8	9	-5
COc1ccc(N=Nc2ccc(O)c(P(=O)(c3ccccc3)c3ccccc3)c2)cc1
→ 3	1.0	2	13	-2.4	16	-13	9	15
Cc1cccc(-c2n[nH]c(=S)n2-c2ccccc2)c1[N+](=O)[O-]
→ 34	0.8	3	-6	2.2	8	27	8	4
CC(C)Nc1ccc(C(CC(N)=O)NC(=O)Cc2cccc3ccccc23)cc1[N+](=O)[O-] (stereo unspecified)
→ -1	-0.4	nt	14	2.1	-1	5	20	-6
CCC(=O)N1CCN=C1SCc1ccccc1Cl
→ -4	1.9	-1	14	1.7	3	-1	10	-3
C#CCOCCOCCOCCNc1nc(N2CCN(C(=O)[C@H](Cc3ccc(O)cc3)n3cc([C@@H](N)C(C)CC)nn3)CC2)nc(N2CCN(C(=O)[C@H](Cc3cc4ccccc4[nH]3)n3cc([C@@H](N)CC(C)C)nn3)CC2)n1 (stereo partly specified)
→ 13	-0.3	-2	15	2.4	7	-8	8	0
O=C(N/N=C/C=C/c1ccccc1[N+](=O)[O-])c1cc(-c2ccccc2)n[nH]1
→ 23	6.0	-2	10	-6.4	9	-7	19	6
CCC(C)C(NC(=O)C1CCC(C)CC1)C(=O)NC(CCSC)C(=O)OC (stereo unspecified)
→ 38	0.1	-3	4	-1.9	29	-8	5	17
C=CCn1c(SCC(=O)Nc2ccc(C(=O)OC(C)C)cc2)nnc1-c1cccs1
→ -3	0.5	4	-2	2.0	0	6	22	-7
Cc1cc(Cl)cc(Cl)c1CNc1c([N+](=O)[O-])c(=O)oc2ccccc12
→ -2	1.0	7	23	0.9	20	32	9	11
CC1CC(Nc2ccccc2N)=CC(=O)O1 (stereo unspecified)
→ 26	-0.5	1	-2	0.9	3	0	12	-16

Only part of the results is shown, so the mix of outcomes need not match the whole.
